SW480 rerep: inducers of DNA re-replication in SW480 colon cancer cells; SW480 DNA re-replication, Hoechst DNA content imaging, 48 h; Potency, µM (top dose mostly 46.1 µM), inactives show at the highest dose re-replication activation, actives largely listed as activators; 1.8% of 340,000 active; also: % of control where 0% means no effect; nearly all actives have a fitted effect of over 55% in size
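Per well, 250 cells were exposed to pinned compound for 48 hr. Nuclear DNA was visualised with Hoechst (40 min, 37 C) and total object intensity recorded by fluorescence scanning.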
HT1080 IDH1KD tx: HT-1080 IDH1 knockdown cell toxicity (counter line); HT-1080 IDH1 knockdown viability, ATP luminescence, 48 h; Potency, µM (highest dose often 46.1 µM), inactives show at the top dose activity, negative = toxicity, actives largely listed as cytotoxic; 2% of 360,000 active; AID 686971;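 also: 0% = DMSO wells and -100% = cell-free medium wells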
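In this qHTS, HT-1080 cells depleted of IDH1 are exposed for 48 h at 37 °C to compound titrations. Toxicity is scored from CellTiter-Glo luminescence, with DMSO as full viability and medium alone as none.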
TDP43 rescue: rescues yeast growth from TDP-43 toxicity. Potency, µM (doses to about 46.1 µM), for inactives: at the highest dose growth rescue (activation), actives largely listed as activators. 1.8% of 410,000 active. TDP-43 expressing yeast growth rescue, BacTiter-Glo, 24 h. AID 652104; also: % of control where 0% means no effect; nearly all actives have a fitted effect of over 50% in size
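In this qHTS, compounds that restore growth of yeast expressing TDP-43 appear as activators. Cells (OD600=0.02, galactose medium, raffinose-pregrown) are incubated with compound 24 hr at 30 deg C and growth is quantified by BacTiter-Glo.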
HT1080-NT tox: kills 2HG-producing HT-1080-NT fibrosarcoma cells | HT-1080-NT fibrosarcoma viability, CellTiter-Glo ATP luminescence, 48 h | Potency, µM (top dose mostly 46.1 µM), for the others: at the top dose activity, negative = less viability, hits mostly cytotoxic | 1.6% of 360,000 active | AID 686970;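 also: NT is the 2HG producing partner of a matched IDH1 knockdown line; 0% = DMSO-treated cells and -100% = media-only wells without cells; nearly all actives have a fitted effect of over 55% in size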
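Fibrosarcoma NT cells, 750 per well in 5% FBS RPMI, were exposed to compound for 48 hours. Viability: CellTiter-Glo luminescence.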
GLP-1R agonist: agonists of human GLP-1 receptor | P43220 | HEK293 GLP-1R CRE-luciferase, luminescence, 4-6 h; cells express a hypersensitive GLP-1R form | Potency, µM (titrated, usually from 45.6 µM), inactives show at the highest dose activation, actives largely listed as activators | 0.007% of 380,000 active | AID 624172; also: % of control where 0% means no effect
Target sequence (P43220 whole entry, looked up): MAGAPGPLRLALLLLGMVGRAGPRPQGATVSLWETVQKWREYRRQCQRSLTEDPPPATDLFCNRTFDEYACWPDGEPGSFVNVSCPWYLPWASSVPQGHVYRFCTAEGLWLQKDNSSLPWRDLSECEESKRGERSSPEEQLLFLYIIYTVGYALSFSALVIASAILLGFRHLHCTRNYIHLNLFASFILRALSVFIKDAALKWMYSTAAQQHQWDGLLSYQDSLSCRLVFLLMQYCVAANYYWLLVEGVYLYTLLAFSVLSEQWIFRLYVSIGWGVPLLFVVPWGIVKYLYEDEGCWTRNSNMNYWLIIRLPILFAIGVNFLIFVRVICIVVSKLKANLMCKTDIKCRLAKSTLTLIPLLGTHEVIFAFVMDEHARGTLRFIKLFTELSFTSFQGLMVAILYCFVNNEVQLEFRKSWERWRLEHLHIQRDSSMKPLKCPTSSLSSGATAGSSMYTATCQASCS
KB-3-1 cytotox: KB-3-1 parental cell cytotoxicity | KB-3-1 viability, CellTiter-Glo ATP luminescence, 72 h | Potency, µM (titrated, usually from 46.1 µM), for inactives: top-dose activity change, negative = cytotoxic, usual class: cytotoxic | 1.4% of 400,000 active; also: % is scaled to controls: 0 for no effect and ±100 for the full control effect; nearly all actives have a fitted effect of over 60% in size
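Here the drug-naive KB-3-1 line serves as comparator for MDR sub-line selectivity; cells received compound titrations, 72 h at 37 °C, then CellTiter-Glo readout.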
GLP1R cytotox: cytotoxic in the GLP-1 receptor inverse agonist counter-screen; HEK293 cAMP-luciferase reporter cells, luminescence, 24 h; Potency, µM (doses to about 38.3 µM), for inactives: at the highest dose activity change, negative = inhibition, most hits filed as inhibitors; 0.13% of 410,000 active; AID 624418;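 also: loss of luciferase light is scored as toxicity; % is scaled to controls: 0 for no effect and ±100 for the full control effect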
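1536-well qHTS counterscreen of the MLSMR; 200 cells/uL, 12 h pre-incubation, 23 nL cpd, 24 h at 37 deg C 5% CO2, luciferase detection reagent, 12 min RT, luminescence. Inhibition = undesired.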
GLP1R inv ag: acts as inverse agonist at human GLP-1 receptor; HEK293 GLP-1R CRE-luciferase, luminescence, 24 h; GLP-1R form is constitutively active; Potency, µM (titrated, usually from 38.3 µM), for the others: top-dose activity change, negative = inhibition, usual class: inhibitors; 1.6% of 410,000 active; also: % is scaled to controls: 0 for no effect and ±100 for the full control effect; nearly all actives have a fitted effect of over 55% in size
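HEK293 cells stably co-expressing a cAMP-responsive luciferase reporter and constitutively active GLP-1R were seeded, incubated 12 h, then exposed to compounds for 24 h at 37 C. Luminescence was read 12 min after detection reagent; inverse agonists lower signal.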
KB-V1 MDR tox: kills drug-selected multidrug resistant KB-V1 cells; KB-V1 MDR cells viability, CellTiter-Glo, 72 h; Potency, µM (series often up to 46.1 µM), inactives show at the top dose activity change, negative = cytotoxicity, hits mostly cytotoxic; 3.4% of 400,000 active; AID 1347076; also: % is scaled to controls: 0 for no effect and ±100 for the full control effect; nearly all actives have a fitted effect of over 60% in size
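Cytotoxicity toward P-gp-expressing KB-V1 cells was determined as loss of CellTiter-Glo luminescence after 72 h at 37 degrees C. Compounds were tested in quantitative HTS format across a concentration range, with curves fitted to normalized data.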
* hit, by the source's call; ? = inconclusive; · = not tested or not shown; & = joins results of further samples; ! = repeats disagree; [ ] = dose if it differs, or a comment. Calls follow the shape of the dose curve; as a rule, active = well fitted curve in the direction sought with a large enough effect; inconclusive = small, poorly fitted or top-dose-only effect, or another doubt; inactive = no such curve, though single readings can be large; an effect the other way counts as inactive or inconclusive. Potency is read from the fitted curve at half-maximal effect.

The first 2 compounds, to show the layout:
SMILES	SW480 rerep	HT1080 IDH1KD tx	TDP43 rescue	HT1080-NT tox	GLP-1R agonist	KB-3-1 cytotox	GLP1R cytotox	GLP1R inv ag	KB-V1 MDR tox
Cc1ccc(NC(=O)c2cn(CCC#N)nc2-c2ccc3c(c2)OCCO3)c([N+](=O)[O-])c1	-5.3%	1.0%	12.3%	0.3%	-2.3%	28.4%	-15.4%	27.2%	?
Cc1c(C=C2C(=O)N(C)C(=S)N(C)C2=O)c2ccccc2n1CC(=O)NCC1CCCO1 (stereo unspecified)	-7.4%	-15.8%	-12.2%	-5.3%	-6.4%	-4.7%	-17.0%	5.0%	7.5%

Results, repeating the preview:
SMILES	SW480 rerep	HT1080 IDH1KD tx	TDP43 rescue	HT1080-NT tox	GLP-1R agonist	KB-3-1 cytotox	GLP1R cytotox	GLP1R inv ag	KB-V1 MDR tox
Cc1ccc(NC(=O)c2cn(CCC#N)nc2-c2ccc3c(c2)OCCO3)c([N+](=O)[O-])c1	-5.3%	1.0%	12.3%	0.3%	-2.3%	28.4%	-15.4%	27.2%	?
Cc1c(C=C2C(=O)N(C)C(=S)N(C)C2=O)c2ccccc2n1CC(=O)NCC1CCCO1 (stereo unspecified)	-7.4%	-15.8%	-12.2%	-5.3%	-6.4%	-4.7%	-17.0%	5.0%	7.5%
O=C(CCOc1cccc(Br)c1)Nc1ccc(F)c(S(=O)(=O)N2CCOCC2)c1	11.0%	-23.2%	-0.1%	-16.9%	7.4%	-0.6%	?	10µM*	23.1µM*
C[C@H](CO)N1C[C@H](C)[C@@H](CN(C)C(=O)Oc2ccc3ccccc3c2)OCc2cnnn2CCCC1=O	·	-5.0%	0.0%	-11.9%	-2.6%	-17.2%	5.3%	18.3%	-7.6%
Cc1ccc(-c2nc3ccccc3c(=O)n2-n2cccc2)cc1	1.6%	2.3%	-2.2%	-3.3%	-0.1%	-0.1%	-20.2%	-28.0%	-13.9%
CCc1ccccc1N1C(=O)N(Cc2ccccc2C)c2ccccc2S1(=O)=O	·	·	-3.8%	·	-2.1%	?	-5.9%	?	?
COC(=O)C1=C(c2cccc(C#N)c2)C[C@@H]2CC[C@H]1N2C(=O)NCCOc1ccccc1Cl	-3.2%	4.8%	21.6%	6.0%	10.4%	4.1%	-17.2%	2.4%	-2.5%
CCCCC[C@H]1CCCCC[C@H](O)C[C@@H](O)[C@H](O)/C=C/C(=O)O1	·	-23.0%	26.1%	-27.0%	-4.8%	-17.5%	-4.9%	-18.5%	-12.8%
COc1ccc(S(=O)(=O)NC(CC(=O)N2CCc3ccccc32)c2ccco2)cc1 (stereo unspecified)	?	-7.9%	4.7%	-4.5%	6.1%	-2.3%	-28.3%	?	?
CN(C)CCNC(=O)C(=O)NCC1OCCCN1S(=O)(=O)c1cccs1 (stereo unspecified)	?	4.9%	-1.5%	3.9%	-9.2%	?	-9.6%	0.8%	7.7%
CCCCC(=O)N/N=C/c1c(O)n(CC)c(=S)[nH]c1=O	-3.9%	-12.4%	9.8%	-0.3%	-2.6%	0.1%	-2.8%	-1.9%	8.9%
COC(=O)C1=C(c2cccc(OCc3ccccc3)c2)C[C@@H]2CC[C@H]1N2C(=O)NCc1ccccc1C(F)(F)F	2.3%	-2.5%	-1.2%	2.4%	-4.2%	-3.3%	12.3%	3.98µM*	2.2%
Oc1ccc(C2NCc3ccccc3-n3cccc32)cc1Cl (stereo unspecified)	2.6%&-0.7%	-20.4%&3.7%	-14.0%&2.9%	-21.3%&4.9%	-1.9%&0.6%	0.0%&-8.8%	-11.4%&-4.5%	?	-19.1%&-6.0%
O=C1NC(=O)C(CCc2ccncc2)(Cc2ccc3c(c2)OCO3)C(=O)N1CCc1ccccc1 (stereo unspecified)	-0.3%	?	-20.2%	-4.2%	-2.1%	?	-19.0%	-23.9%	?
CC1CCCN(C(=O)CN2C3CCC2CC(O)(c2ccc(F)cc2)C3)C1 (stereo unspecified)	-43.0%[inhibitor]	10.9%	-7.6%	17.1%	6.4%	0.1%	17.0%	2.4%	-3.8%
COc1ccc(OC)c(N2Cc3ccccc3C2=N)c1	-2.2%	-1.7%	-19.7%	0.9%	4.8%	-1.2%	-6.2%	-8.7%	-4.4%
CCn1c(C)nc2cc(C(=O)N/N=C(\C)c3ccc(OC)cc3O)ccc21	7.5%	14.6µM*	11.3%	?	9.7%	0.1%	?	?	?
Cc1cc(-c2ccccc2)cc(C)[n+]1Cc1ccccc1	-18.4%[9.22 µM]	-25.8%	10.8%	-0.8%	1.3%	5.8µM*	-9.2%	?	27.4%
O=C(Nc1ccccc1Cl)c1ccccc1Oc1ccc(C(F)(F)F)cc1[N+](=O)[O-]	24.7%	?	?	?	-43.5%[inhibitor]	0.0%	?	7.08µM*	-2.7%
COc1ccc(C(Nc2cccc([N+](=O)[O-])c2)P(=O)(OC(C)C)OC(C)C)cc1 (stereo unspecified)	-0.7%	-16.6%	8.4%	-26.0%	7.7%	-5.3%	-10.2%	?	0.0%
CN(C)[C@@H]1C(=O)C(C(N)=O)=C(O)[C@@]2(O)C(=O)C3=C(O)c4c(O)ccc(Cl)c4[C@@](C)(O)[C@H]3C[C@@H]12	-23.1%	-8.5%	-7.0%	-8.4%	2.8%	0.0%	-4.9%	-2.8%	?
COc1ccc(N2C(=O)C3[C@@H](C2=O)C2(Cl)C(Cl)=C(Cl)C3(Cl)C2(OC)OC)cc1 (stereo partly specified)	?	-0.6%	-7.5%	-8.8%	-0.1%	1.0%	47.9%[activator]	-18.5%	?
CCN1C[C@]2(COC(=O)c3ccccc3N)CC[C@H](OC)C34[C@@H]5C[C@H]6[C@H](OC)[C@@H]5[C@](O)(C[C@@H]6OC)[C@@](O)([C@H]13)[C@@H](OC)[C@@H]42	-8.3%	-5.3%	12.6%	10.1%	-5.0%	4.0%	-11.3%	3.6%	13.2%
CCOCCN1CCN(c2nnc3n2-c2ccc(Cl)cc2C(c2ccccc2Cl)=NC3)CC1	-4.9%	8.3%	-6.2%	0.7%	4.6%	-2.2%	-0.5%	-4.5%	-13.8%
CN1CCN(CC(=O)Nc2ccc([N+](=O)[O-])cc2C(=O)c2ccccc2)CC1	-9.8%	-15.9%	-4.3%[9.22 µM]	-16.8%	10.5%	11.3%	-16.2%	?	-9.9%
COc1ccc2c(c1)c(C(=O)CN1CCC3(CC1)OCCO3)c(C)n2Cc1ccccc1	0.4%	-24.3%	-11.6%	?	3.5%	?	-0.6%	8.7%	?
COC(=O)C1=C(c2cccc(C#N)c2)C[C@@H]2CC[C@H]1N2C(=O)N1CCC(C)CC1	-11.7%	-1.6%	7.7%	14.8%	12.6%	12.2%	-3.6%	5.7%	-14.2%
O=Cc1cn(Cc2ccc(Br)cc2)c2ccccc12	-4.5%	-11.8%	?	-14.9%	-5.2%	10.3µM*	5.1%	?	?
CC(Cl)(Cl)/C(=N/P(=S)(N1CCOCC1)N1CCOCC1)N1CCOCC1	-24.9%	8.0%	8.9%	12.9%	-1.0%	2.2%	1.8%	8.8%	-5.1%
C/C(=N\Nc1ccccc1)c1c(O)[nH]c(=O)[nH]c1=O	20.6µM*	4.11µM*	-8.0%	?	12.5%	?	-15.0%	?	0.0%
CCOc1cc2c(cc1OCC)-n1cccc1C(c1cc(OC)ccc1F)NC2 (stereo unspecified)	2.0%	-11.5%	7.1%	-16.4%	4.8%	-29.9%	31.0%[activator]	?	1.0%
COc1cc(N=Nc2cccc(S(N)(=O)=O)c2)c2ccccc2c1N	13.7%	14.6µM*	-27.4%	20.6µM*	8.5%	23.1µM*	?	?	-12.8%
CCN(CC)Cc1cc(Nc2ccnc3cc(Cl)ccc23)ccc1O	-14.0%	20.6µM*!	14.5%&0.0%	10.3µM*!	-0.4%	-19.7%&0.0%	?	11.2µM*!	?
CC1CC(C)CN(S(=O)(=O)c2ccc3c(c2)oc(=O)n3CC(=O)NCc2cccnc2)C1 (stereo unspecified)	0.2%	-19.5%	-8.0%	-8.5%	-4.5%	-6.5%	-3.4%	?	?
CCOC(=O)[C@]1(C#N)[C@@H]2C=CC(C(C)=O)=CN2[C@@H](C(N)=O)[C@@H]1c1ccsc1	-10.0%	-0.7%[9.24 µM]	7.5%	4.1%	-0.4%	9.3%	-10.6%	2.3%	4.5%
COC(=O)C1=C(c2ccc(OC)c(OC)c2)C[C@@H]2CC[C@H]1N2C(=O)NCCOc1ccccc1	-3.6%	15.2%	6.9%	12.5%	2.5%	-2.6%	-1.1%	12.0%	11.6%
Cc1c(C)c2ccc(OCC(=O)N3CCC(C(=O)O)(c4ccccc4)CC3)cc2oc1=O	-36.0%[inhibitor]	-6.7%	19.6%	-2.0%	-0.4%	0.0%	-7.0%	7.8%	22.2%
C/C(CCc1c[nH]c2ccccc12)=N\O	-0.5%	-14.1%	3.4%	13.6%	1.3%	15.5%	-15.6%	17.1%	2.2%
CNP(=O)(Oc1ccccc1)OC12CC3CC(CC(C3)C1)C2 (stereo unspecified)	-14.8%	-2.9%	-10.7%	-2.7%	0.6%	-7.3%	-7.2%	-27.9%	6.3%
Cc1nc2ccccc2c(=O)n1-c1ccc(Cl)cc1[N+](=O)[O-]	-47.0%[inhibitor]	4.8%	5.9%	-0.9%	-1.7%	-2.5%	?	-5.0%	-23.4%
CN(C)c1ccc(NC(=O)CSc2nc(-c3ccco3)cc(C(F)(F)F)n2)cc1	·	·	25.1%	·	0.4%	-2.7%	-18.8%	?	-4.3%

Record cards (already shown). Order of screens: SW480 rerep | HT1080 IDH1KD tx | TDP43 rescue | HT1080-NT tox | GLP-1R agonist | KB-3-1 cytotox | GLP1R cytotox | GLP1R inv ag | KB-V1 MDR tox
`C/C(CCc1c[nH]c2ccccc12)=N\O` in the list: -0.5% | -14.1% | 3.4% | 13.6% | 1.3% | 15.5% | -15.6% | 17.1% | 2.2%
`Cc1c(C)c2ccc(OCC(=O)N3CCC(C(=O)O)(c4ccccc4)CC3)cc2oc1=O` in the list: -36.0%[inhibitor] | -6.7% | 19.6% | -2.0% | -0.4% | 0.0% | -7.0% | 7.8% | 22.2%

Screening data (PubChem)

An excerpt. The share of hits here may be higher or lower than overall.
